Screens as filed in PubChem.
OX1R antag-1 – blocks the human orexin 1 receptor; O43613; AID 434989; inhibition, % at 5 µM; 330,000 compounds, 0.43% hits; CHO/OX1R cells, Fluo-8 calcium fluorescence, orexin A;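 active = inhibition above its plate's threshold, mean inhibition of all tested compounds on the plate plus 3 SD, cut at about 37% in these data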;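 note: 0% = orexin A challenge wells and 100% = SB-334867-A antagonist wells; not every result past the cut was called active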
Target sequence (O43613 whole entry, looked up): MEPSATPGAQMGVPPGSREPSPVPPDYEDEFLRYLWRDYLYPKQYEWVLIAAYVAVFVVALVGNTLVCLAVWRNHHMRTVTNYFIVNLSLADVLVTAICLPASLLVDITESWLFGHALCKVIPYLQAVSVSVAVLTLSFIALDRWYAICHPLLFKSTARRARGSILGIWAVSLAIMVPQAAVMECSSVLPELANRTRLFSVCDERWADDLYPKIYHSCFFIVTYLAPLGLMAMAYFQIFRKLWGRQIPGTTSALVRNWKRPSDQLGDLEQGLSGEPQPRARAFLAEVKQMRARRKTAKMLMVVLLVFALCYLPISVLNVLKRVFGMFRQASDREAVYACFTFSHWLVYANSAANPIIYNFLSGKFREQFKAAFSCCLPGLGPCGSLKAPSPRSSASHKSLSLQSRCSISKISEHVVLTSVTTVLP
OX1R antag-2 – antagonists of human orexin 1 receptor (OX1R); O43613; OX1R-expressing cells, FRET antagonist read-out; inhibition, % at 6.6 µM; 330,000 compounds, 1.8% hits; AID 485270; in the data active = inhibition mostly above about 38%, no sharp cut-off; inactive = mostly below about 40%;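 note: 0% = agonist challenge alone and 100% = reference antagonist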
* hit, by the source's call. An unsorted share of the library. About 2.1% of those tested had a hit in this group.

SMILES | OX1R antag-1 | OX1R antag-2
CCCN1C(=O)c2cc(C(=O)Nc3ccc(OC)cc3OC)ccc2C1Nc1ccc(OC)cc1OC (configuration not stated) | -28 | 9
CC1Cc2ccccc2N1C(=O)c1cc2cccnc2n(C)c1=O (configuration not stated) | -14 | 14
COC(=O)c1cccc(S(=O)(=O)N2CCCCC2)c1 | -8 | 13
Cc1nc(C)c(C(=O)NCCC(c2ccccc2)c2ccccc2)o1 | -8 | 13
COc1cc(C2c3c(c(C)c(C)oc3=O)Oc3c(C)c(C)oc(=O)c32)ccc1OS(=O)(=O)c1ccc(C)cc1 | 4 | 10
Cc1nn(CC(=O)Nc2ccc3nc4n(c(=O)c3c2)CCCC4)c(C)c1[N+](=O)[O-] | -14 | 4
C=CCN(c1ccc(C(=O)NCCCn2ccnc2)cc1)S(C)(=O)=O | -5 | 8
COc1ccc(C(=O)CC(=O)C(=O)Nc2cc(OC)c(OC)c(OC)c2)cc1 | -30 | -7
O=C(c1cc2ccccc2o1)N1CCN=C1SCc1cccnc1 | -37 | 22
CC(C)(NC(=O)c1cc(Cl)c2ccccc2c1O)C(=O)O | -15 | 6
COc1ccc(-c2noc(CCC(=O)NCCCN3CCC(C)CC3)n2)cc1 | -17 | 23
O=C(NN=Cc1ccccc1Cl)c1ccc(-n2cnnn2)cc1 | 1 | 8
O=C(c1ccccc1)[C@H]1CC=CC[C@H]1C(=O)O | -5 | 8
COc1ccccc1OCCOc1ccc(C(=O)c2ccccc2)cc1 | -26 | 18
Cc1ccc(NC(=O)CN(C)C(=O)CSc2nnc(N)s2)cc1 | -3 | 2
Cc1ccc(CS(=O)Cc2ccc(C(=O)N3CCN(c4ccc(F)cc4)CC3)o2)cc1 (configuration not stated) | -9 | 13
COc1cccc(NC(=O)CNC(=O)[C@@H]2Cc3ccccc3CN2C(=O)OC(C)(C)C)c1 | -26 | 2
COc1ccc(NS(=O)(=O)c2cccc(C(=O)N(C)Cc3ccc(SC)cc3)c2)cc1 | 24 | 23
CC(=O)c1cccc(NC(=O)COC(=O)CC2CC3CCC2C3)c1 (configuration not stated) | -6 | 7
Cc1cccc(NC(=S)NC(=O)C(c2ccccc2)c2ccccc2)n1 | -20 | 16

Complete entries, quoted from the list. Order of values: OX1R antag-1, OX1R antag-2
COc1cc(C2c3c(c(C)c(C)oc3=O)Oc3c(C)c(C)oc(=O)c32)ccc1OS(=O)(=O)c1ccc(C)cc1 as listed: 4, 10
CC1Cc2ccccc2N1C(=O)c1cc2cccnc2n(C)c1=O (configuration not stated) as listed: -14, 14
Cc1cccc(NC(=S)NC(=O)C(c2ccccc2)c2ccccc2)n1 as listed: -20, 16
COc1cccc(NC(=O)CNC(=O)[C@@H]2Cc3ccccc3CN2C(=O)OC(C)(C)C)c1 as listed: -26, 2

Further compounds follow.
SMILES | OX1R antag-1 | OX1R antag-2
CCOc1cccc(N2C(=O)CC(NCc3ccc(S(N)(=O)=O)cc3)C2=O)c1 (configuration not stated) | 7 | 6
N#C/C(=C(/O)CSc1n[nH]c(N)n1)c1nc2ccccc2[nH]1 | -10 | 7
NS(=O)(=O)c1ccc(CCNC(=O)CN2CCCCC2)cc1 | -8 | 10
C=CCn1c(-c2ccc([N+](=O)[O-])cc2)n[nH]c1=S | 0 | 31
Cc1cc(OCC(=O)NCCN2CCOCC2)ccc1Br | 6 | 10
Cc1cc(N/N=C/c2ccccc2O)nc(-c2ccccc2O)n1 | 54* | 90*
Cc1ccc2nc(-c3ccc(NC(=O)CCN4C(=O)c5ccccc5C4=O)cc3)sc2c1 | -15 | 38
CC(C)(Nc1ccccc1)C(=O)c1ccccc1 | 1 | 16
O=S(=O)(c1cccs1)N1CCN(c2cccc(Cl)c2)CC1 | -13 | 15
CCOc1ccc(Nc2ccc(S(=O)(=O)N3CCN(C)CC3)cc2[N+](=O)[O-])cc1OCC | -18 | 8
NCCC1CCCC(CCN)N1 (configuration not stated) | 6 | 10
Cc1ccnn1CC(=O)N/N=C/c1cn[nH]c1-c1ccc(F)cc1 | -20 | 11
Cc1ccc(N2C(=O)CC(n3nc(C)cc3C)C2=O)cc1 (configuration not stated) | -5 | 11
CN(C)CCCN(Cc1cc2cc3c(cc2[nH]c1=O)OCCO3)C(=O)NC1CCCCC1 | -6 | 15
Cc1ccc(NC(=O)Cc2nc(COC(=O)C(C)NS(=O)(=O)c3ccc(C)cc3)cs2)cc1 (configuration not stated) | -8 | 14
CCCC(=O)NNC(=O)c1c(O)c2ccccc2[nH]c1=O | -3 | 5
COc1cc([N+](=O)[O-])ccc1NC(=O)CCCOc1cccc(C)c1C | -9 | 11
Cc1cccc(OCC(=O)N2CCN(C(=O)CCC3CCCC3)CC2)c1 | -28 | 15
O=C(Nc1ccccc1)c1cccnc1N1CCCC1 | -16 | 16
Cc1ccc(N2CC(C(=O)OCC(=O)c3ccc(C)c([N+](=O)[O-])c3)CC2=O)cc1 (configuration not stated) | -11 | 13
Cc1ccc(C)c(N(CC(=O)NN=C2CCCCCCC2)S(C)(=O)=O)c1 | -6 | 2
COc1cc(OC)c(OC)cc1CNCCSc1nnnn1C | -19 | 10
Cc1cc(C)n(-c2ccc(NC(=O)C3CCN(Cc4ccc(C)o4)CC3)cc2)n1 | -11 | 8
CCCNS(=O)(=O)c1ccc(OCC(=O)N2CCc3ccccc3C2)c(C)c1 | -26 | 14
Cc1ccc2nccc(C(=O)N3CCCC(Nc4ccc(C)c(C)c4)C3)c2c1 (configuration not stated) | 27 | 38*
Cc1ccc(NC(=O)Cc2ccc3c(c2)CCCC3)cc1C | -1 | 6
NNC(=O)c1cc2ccccc2cc1NS(=O)(=O)c1ccccc1 | -27 | 25
CN(C(=O)C(=O)c1cn(CC(=O)N2CCCC2)c2ccccc12)C1CCCCC1 | -11 | -7
COC(=O)CSc1nnc(C2COc3ccccc3O2)n1-c1ccccc1 (configuration not stated) | -5 | 7
CC1CCCC(=NNC(=O)C2COc3ccccc3O2)C1 (configuration not stated) | -12 | 1
COc1cc(/C=N/Nc2nc(Nc3ccc(C)cc3)nc(-n3nc(C)cc3C)n2)cc(OC)c1OC | -37 | 3
CCC1CCCCN1C(=O)Cn1c(=O)oc2ccccc21 (configuration not stated) | -8 | 6
COc1ccc(NC(=O)c2ccc(Oc3ncccn3)cc2)cc1 | -7 | 12
Cc1c(C)c2c(OCC(=O)O)cc3c(c2oc1=O)CCC(C)(C)O3 | 1 | 13
Cc1cc(N2CC(C(=O)O)CC2=O)ccc1Br (configuration not stated) | -12 | 24
NC(=O)CC(NC(=O)c1cccc(Br)c1)c1ccc(NC2CCC2)c([N+](=O)[O-])c1 (configuration not stated) | -20 | 6
Nc1cccc(NC(=O)CCC(=O)NCc2ccco2)c1 | -1 | 0
Cn1c(SCC(=O)N2CCN(S(=O)(=O)c3ccccc3)CC2)nc2ccccc21 | -13 | 8
COc1cc(NC(=O)CCC2CCCC2)cc(-n2cnnn2)c1 | -28 | 8
Cn1c(=O)c(=O)n(C)c2cc(S(=O)(=O)CCC(=O)Nc3ccc(C(F)(F)F)cc3)ccc21 | -15 | 14

Of the compounds above, these contain a COOH group.
SMILES | OX1R antag-1 | OX1R antag-2
CC(C)(NC(=O)c1cc(Cl)c2ccccc2c1O)C(=O)O | -15 | 6
O=C(c1ccccc1)[C@H]1CC=CC[C@H]1C(=O)O | -5 | 8
Cc1c(C)c2c(OCC(=O)O)cc3c(c2oc1=O)CCC(C)(C)O3 | 1 | 13
Cc1cc(N2CC(C(=O)O)CC2=O)ccc1Br (configuration not stated) | -12 | 24

The results go on.
SMILES | OX1R antag-1 | OX1R antag-2
CC(=O)Nc1ccc2c(CSc3nnc(-c4cccnc4)n3-c3ccc(C)cc3C)cc(=O)oc2c1 | -24 | 27
COc1ccc2[nH]c3c(c2c1)CCN1C(=O)C(CC(=O)NC/C=C(\C)CCC=C(C)C)C[C@H](C(=O)N2CCOCC2)[C@@]31CCC1CCCC1 (some centres not stated) | -8 | 18
O=C1CC(CSc2ccc(Cl)cc2)=NN1 | -6 | 4
O=C(NCc1ccccc1)c1c[nH]c2ccc(F)cc2c1=O | -22 | 19
CCCc1ccc(-c2ccc(F)c(N)c2)nc1 | -6 | 2
CCOC(=O)c1cc2sc(C)cc2n1CCCN1C(=O)c2ccccc2C1=O | 0 | 19
COc1ccc(-c2nnc(SC(C)C(=O)Nc3c(C)n(C)n(-c4ccccc4)c3=O)o2)cc1 (configuration not stated) | -22 | 9
O=C1CCC(C(=O)N2CCCCCC2)CN1Cc1cccc(C(F)(F)F)c1 (configuration not stated) | -13 | 17
O=C(NC1CCCC1)C1CCN(C(=O)c2ccc(-c3ccccc3)cc2)CC1 | 1 | -3
COc1ccccc1Oc1ccc2c(c1)C(=O)N(c1ccc(Br)c3cccnc13)C2=O | -13 | 13
COc1ccc(NC(=O)NCCCN2CCN(c3cc(C)ccc3C)CC2)cc1 | -28 | 12
CCCC(O)(CCN1CCOCC1)c1ccc(Cl)cc1 (configuration not stated) | -12 | 13
Cc1ccc(OCCOC(=O)c2cc(S(=O)(=O)N3CCCCC3)ccc2N2CCOCC2)cc1 | 35 | 10
Cc1cccc(C)c1Nc1nnc(SCc2cn3cccc(C)c3n2)s1 | -38 | 19
CCOc1cc(Br)c(C(C)NC(=O)c2cccnc2)cc1OCC (configuration not stated) | -33 | 4
Cn1c(=NC(=O)c2ccc(S(=O)(=O)N3CCCc4ccccc43)cc2)sc2cc(S(C)(=O)=O)ccc21 | -3 | 30
Cc1ccc(NC(=O)c2cc3cc(OC(F)(F)F)ccc3[nH]2)cc1 | -22 | 14
CN(CC(=O)Nc1cccc(F)c1)C(=O)c1cn(-c2ccccc2)nc1-c1ccc(Cl)cc1 | -16 | 13
COC(=O)c1sccc1NC(=S)N1C(C)CCCC1C (configuration not stated) | -5 | 14
Cc1nc2ccc(S(=O)(=O)NC(C(=O)Nc3nccs3)C(C)C)cc2s1 (configuration not stated) | -9 | 22

Two of the compounds above, as comma-separated lines:
structure,OX1R antag-1,OX1R antag-2
Cc1cccc(NC(=S)NC(=O)C(c2ccccc2)c2ccccc2)n1,-20,16
CCOc1cccc(N2C(=O)CC(NCc3ccc(S(N)(=O)=O)cc3)C2=O)c1 (configuration not stated),7,6

Continuation.
SMILES | OX1R antag-1 | OX1R antag-2
Cn1cnnc1SCC(=O)Nc1ccc(S(=O)(=O)N2CCCC2)cc1 | -9 | 9
CCOC(=O)C1=CN(Cc2cccc(F)c2)S(=O)(=O)N(C)C1c1ccc2ccccc2c1 (configuration not stated) | 18 | 14
Cc1cc(C)cc(NC(=O)CSc2ccccc2)c1 | -36 | 21
COc1ccc(S(=O)(=O)N2CCC(C(=O)Nc3ccccc3N3CCCCC3)CC2)cc1OC | -10 | 3
Cc1nc(NC(=O)C2CC2)sc1C(=O)N(C)C | 1 | 10
CC(=O)Oc1ccc(C(=O)Nc2cc(C)ccc2NC(=O)COc2ccccc2)cc1 | -1 | 10
Cc1csc(/N=C/N(C)C)c1C#N | 11 | 25
O=C(COC(=O)Cn1cnc2ccccc21)NCCC1=CCCCC1 | -9 | 21
COc1cccc(C(=O)NNC(=O)CCc2ccccc2)c1 | -15 | 26
CC(C)CCNC(=O)C(=O)NC1CCCC1 | -8 | 23
Fc1ccccc1/C=C/c1ccc2ccccc2n1 | -21 | 72*
O=C(c1ccc(N2CCOCC2)c([N+](=O)[O-])c1)N1CCN(S(=O)(=O)c2cccs2)CC1 | -13 | 7
CC(=O)c1ccc(OC(=O)CCc2nc3ccccc3s2)cc1 | -23 | 10
c1cncc(CNc2ncnc3ccc(-c4ccc5c(c4)OCO5)cc23)c1 | -6 | 14
CCCOc1ccc(N/C=C/C(=O)C(C)(C)C)cc1 | 11 | 6
CC[C@@]1(C(=O)OC)N[C@H](CN(C)C(=O)Nc2ccc(C)cc2)[C@@H]2C(=O)N(C)C(=O)[C@@H]21 | -23 | 1
COc1cccc(N(C(=O)CNC(=O)c2ccco2)C(C(=O)NC2CCCCC2)c2ccncc2)c1 (configuration not stated) | 10 | 12
C=CCC(C#N)(c1ccc(OC)c(OC)c1)c1cnccn1 (configuration not stated) | -16 | 18
COc1ccc([N+](=O)[O-])cc1N(CC(O)CN(C)C)S(=O)(=O)c1ccc(C)cc1 (configuration not stated) | -9 | 8
O=C(CSc1nnc(NC(=O)c2ccco2)s1)Nc1ccc(F)cc1 | -24 | 20

Given in CSV form: part of the list above
smiles,OX1R antag-1,OX1R antag-2
Cc1nc(NC(=O)C2CC2)sc1C(=O)N(C)C,1,10
CC(=O)Oc1ccc(C(=O)Nc2cc(C)ccc2NC(=O)COc2ccccc2)cc1,-1,10
Cc1csc(/N=C/N(C)C)c1C#N,11,25
O=C(COC(=O)Cn1cnc2ccccc21)NCCC1=CCCCC1,-9,21
COc1cccc(C(=O)NNC(=O)CCc2ccccc2)c1,-15,26

More structures:
SMILES | OX1R antag-1 | OX1R antag-2
CCOc1ccc(C(=O)NCC(=O)OC(C)C(=O)NCc2ccco2)cc1OCC (configuration not stated) | -14 | 15
CCN(CC(=O)Nc1cccc(OC)c1)CC(=O)Nc1cccc2ccccc12 | -11 | 11
Cc1cc(C)nc(Nc2ccccc2Br)n1 | -4 | 2
CCOC(=O)c1ccc(CN2Cc3ccccc3C2=O)cc1 | -10 | -1
